Bioassay records: PubChem BioAssay, Sanford-Burnham Center for Chemical Genomics
A3G deaminase = blocks human APOBEC3G single-stranded DNA deamination; recombinant A3G, ssDNA deamination FAM/TAMRA fluorescence; actives 0.28% (n = 330,000); inhibition, % at 20 µM; Q9HC16; AID 493012;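 active = inhibition of at least 40% at 20 µM, with no more than 30% in the related APOBEC3A deaminase screen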;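 note: plate controls were DMSO wells with A3G for no effect and wells lacking A3G enzyme for full effect; some compounds called inactive have numbers as strong as hits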
Target sequence (Q9HC16 whole entry, looked up): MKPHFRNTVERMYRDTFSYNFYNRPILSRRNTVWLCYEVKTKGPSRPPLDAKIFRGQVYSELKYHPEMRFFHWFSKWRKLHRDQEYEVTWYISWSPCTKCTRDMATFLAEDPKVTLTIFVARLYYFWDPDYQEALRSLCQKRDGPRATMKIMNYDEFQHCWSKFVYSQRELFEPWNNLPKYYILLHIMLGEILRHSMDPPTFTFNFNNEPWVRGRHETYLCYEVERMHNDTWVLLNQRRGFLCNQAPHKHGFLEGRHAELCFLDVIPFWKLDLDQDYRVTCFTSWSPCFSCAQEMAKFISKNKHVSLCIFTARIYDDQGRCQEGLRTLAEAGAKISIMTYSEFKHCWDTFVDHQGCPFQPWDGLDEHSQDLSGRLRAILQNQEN
tim10-1 inh = growth inhibitors of tim10-1 mutant yeast; actives 2.2% (n = 330,000); S. cerevisiae tim10-1 ts strain growth, BacTiter-Glo, 24 h; inhibition, % at 20 µM;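 active = inhibition of at least 40%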;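 note: mutant grown at 25 °C; 0% = DMSO wells with yeast and 100% = wells holding no yeast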
APOBEC3A inh = inhibitors of human APOBEC3A DNA deaminase; actives 0.41% (n = 330,000); recombinant A3A, FAM/TAMRA ssDNA deamination fluorescence; inhibition, % at 20 µM; P31941;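 active = at least 40% inhibition at 20 µM here, with at most 30% in a related deaminase screen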;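 note: plate controls were A3A with DMSO for no effect and wells lacking A3A enzyme for full effect; some results filed as inactive read as strong as hits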
hIAP inh = blocks human intestinal alkaline phosphatase; purified IAP, CDP-Star luminescence, 30 min; inhibition, % at 10 µM; actives 0.12% (n = 330,000); AID 2544;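 active = inhibition reaching a set limit with compound at 10 µM in the primary screen, cut at about 35% in these data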;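 note: plate controls were DMSO wells with enzyme for no effect and no-enzyme buffer wells for full effect; values of inactives mirror those of a sister screen read the other way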
Target sequence (P09923 whole entry, looked up): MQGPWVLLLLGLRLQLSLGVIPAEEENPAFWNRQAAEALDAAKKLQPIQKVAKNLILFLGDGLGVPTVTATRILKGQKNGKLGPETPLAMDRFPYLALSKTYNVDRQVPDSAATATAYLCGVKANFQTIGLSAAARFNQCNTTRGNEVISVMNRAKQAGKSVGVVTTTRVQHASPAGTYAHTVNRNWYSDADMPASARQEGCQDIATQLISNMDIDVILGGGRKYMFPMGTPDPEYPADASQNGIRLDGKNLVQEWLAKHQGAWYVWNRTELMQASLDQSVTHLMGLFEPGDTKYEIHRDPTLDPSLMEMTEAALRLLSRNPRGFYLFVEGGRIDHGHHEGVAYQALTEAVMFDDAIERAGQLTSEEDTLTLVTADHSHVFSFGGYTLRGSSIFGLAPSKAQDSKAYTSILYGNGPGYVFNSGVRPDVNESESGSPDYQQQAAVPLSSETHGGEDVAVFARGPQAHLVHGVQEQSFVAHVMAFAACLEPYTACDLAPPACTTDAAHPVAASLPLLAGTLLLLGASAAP
TIM10 inh = TIM10 yeast growth inhibition. S. cerevisiae TIM10 strain growth, BacTiter-Glo luminescence, 24 h. inhibition, % at 10 µM. actives 1.4% (n = 330,000). AID 463195;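 active = inhibition of 40% or more at the single tested concentration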;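 note: wild-type TIM10 isogenic control strain grown at permissive 25 °C; 0% = DMSO yeast wells and 100% = minimal medium wells without yeast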
mIAP act = mouse IAP activation. actives 0.24% (n = 330,000). activation factor at 10 µM. muIAP, CDP-Star luminescence, 30 min; hits give high values; 1 = vehicle-only enzyme signal, 0 = enzyme-free wells. AID 2805;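 active = activation factor of at least 2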; note: the source names both 10 and 20 µM as test concentration; values of inactives mirror those of a sister screen read the other way
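Assay system: mouse IAP enzyme; Reagent: CDP-Star chemiluminescent phosphatase substrate; Compound: DMSO-dissolved test compounds; Incubation: 30 min, room temperature; Technique: luminescence from enzymatic CDP-Star hydrolysis; Controls: DMSO-only wells and no-enzyme negative control.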
beta cell repl = MIN6 beta-cell proliferation induction; proliferation, % at 10 µM; AID 2380; actives 0.29% (n = 330,000); MIN6 cells proliferation, ATPlite luminescence, 48 h; cells starved in 0.2% serum; 100% = growth in 10% serum;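 active = compounds whose signal lies at least 3.5 SD above the mean of all wells on their plate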;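 note: 0% = DMSO-treated cells in low-serum medium and 100% = 10% serum control; some compounds called inactive have numbers as strong as hits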
NLRP3 yeast inh = blocks the NALP3 inflammasome reconstituted in yeast; Yeast reconstituted NLRP3/ASC/caspase-1, beta-gal luminescence, 24 h; AID 2825; actives 0.39% (n = 330,000); inhibition, % at 10 µM;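 active = inhibition of 50% or more; inactive = inhibition below 50%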;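 note: plate controls were induced DMSO wells for no effect and uninduced yeast grown without galactose for full effect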
mIAP block = blocks mouse intestinal alkaline phosphatase | purified mouse IAP, CDP-Star luminescence, 30 min | inhibition, % at 10 µM | actives 0.2% (n = 330,000) | AID 2806;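 active = inhibition of at least 40% at 10 µM in the primary screen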;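 note: plate controls were DMSO with enzyme for no effect and no enzyme wells for full effect; values of inactives mirror those of a sister screen read the other way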
* = called active by the depositor. Compounds as they come. Share with any hit: about 4.6%.

SMILES	A3G deaminase	tim10-1 inh	APOBEC3A inh	hIAP inh	TIM10 inh	mIAP act	beta cell repl	NLRP3 yeast inh	mIAP block
Cc1ccc(NC(=S)Nn2cnnc2)c(C)c1	9.3	6.4	0.5	8.1	1.1	1.04	-3.7	5.5	-3.9
Cc1ccc(NS(=O)(=O)c2ccc(/C=C/C(=O)O)cc2)cc1Cl	-5.5	10.0	-5.7	-5.4	-2.2	1.02	-4.2	13.2	-1.6
CNC(=O)c1ccc(NC(=O)c2cc(S(=O)(=O)N(C)C)ccc2N2CCCC2)cc1	-4.0	1.7	1.2	-6.0	2.6	1.06	6.2	18.6	-6.0
O=C(Cn1nnc2c(sc3nc4c(c(-c5ccccc5)c32)CCC4)c1=O)c1ccccc1	-3.0	4.8	5.7	5.5	-2.9	0.906	-0.9	19.7	9.4
CCOC(=O)N1CCN(S(=O)(=O)c2ccc3c(c2)C(C)C(=O)N3)CC1 (stereo not given)	-11.5	16.6	-4.5	-0.6	-0.6	1.11	-4.0	5.9	-11.3
CC1Cc2ccccc2N1C(=O)CSc1nnnn1Cc1ccccc1 (stereo not given)	-2.3	60.5*	-0.3	-20.5	38.4	0.949	-1.0	10.3	5.1
CCOC(=O)C1CCN(Cc2c(C(=O)N3CCOCC3)nc3c(C)cccn23)CC1	-2.6	12.1	-1.9	-7.7	-2.3	0.997	-1.6	9.6	0.3
Cc1csc(NC(=O)CCc2nc3ccccc3s2)n1	0.0	8.7	1.6	-11.9	-7.7	0.931	-1.1	24.1	6.9
COc1ccc2oc(=N)c(C(=O)Nc3ccccc3)cc2c1	0.7	17.7	-6.6	-3.3	32.3	1.03	-2.5	15.1	-3.0
COc1ccc(OC)c(N2C(=O)C(Cl)=C(N3CCCCC3)C2=O)c1	-0.2	32.8	2.7	0.6	19.1	1.02	2.0	7.0	-1.9
Cc1cnc(C(=O)N2CCCC(N3CCN(c4ccccc4C)CC3)C2)cn1 (stereo not given)	-6.5	-12.8	-3.6	3.2	15.2	0.958	-0.2	16.0	4.2
Cn1c(C(=O)N2CCCCCC2)cc2c(=O)n(C)c3ccccc3c21	-5.4	19.9	-0.9	-6.0	-10.3	1.11	-3.3	3.2	-10.6
O=C(O)/C=C/C(=O)Nc1ccc(OC(F)(F)F)cc1	-4.6	9.0	-4.2	13.5	-7.1	1.04	-1.0	-7.5	-3.9
Oc1ccc(/C=N/Nc2nc(N3CCCCCC3)nc(N3CCCCCC3)n2)c(O)c1	1.1	24.9	0.4	0.6	36.1	0.943	-6.0	18.5	5.7
OC(COc1cccc2ccccc12)CN1CCN(c2cccc(Cl)c2)CC1 (stereo not given)	-6.4	3.7	-3.3	5.9	-4.8	0.975	-4.8	24.5	2.5
CCc1cccc(C)c1NC(=O)Nc1c(Br)cnn1C	21.7	25.2	1.6	-9.3	-16.6	1.09	3.6	13.6	-9.1
COc1cccc2cc(-c3nnc(SCC(=O)Nc4cc(C(F)(F)F)ccc4Cl)n3N)oc12	-7.2	-15.9	-5.4	-2.7	5.1	1.12	-1.4	8.3	-11.7
CCOc1ccc(CCNC(=O)CS(=O)Cc2nc(-c3ccc(OC)c(OC)c3)oc2C)cc1OCC (stereo not given)	-8.3	-7.7	-2.5	-7.4	1.7	1.07	0.6	10.1	-7.1
CC(/C=C1\SC(=S)N(NS(=O)(=O)c2ccc(C)cc2)C1=O)=C\c1ccccc1	-3.8	27.9	-1.3	1.4	48.2*	0.841	-3.9	-14.5	15.9
CC(=O)N1CCN(C(=O)c2ccc(Cl)c(S(=O)(=O)N3CC(C)OC(C)C3)c2)CC1 (stereo not given)	-5.4	-0.9	-4.8	-6.7	-2.2	1.08	-0.8	12.3	-7.7
Cc1ccc(S(=O)(=O)N2CCN(C3CC(=O)N(Cc4ccccc4)C3=O)CC2)cc1C (stereo not given)	3.0	28.6	-0.1	-12.9	4.1	1.02	-0.5	3.8	-1.6
CC(NS(=O)(=O)c1ccc(Br)cc1)C(N)=O (stereo not given)	-7.2	1.0	-2.0	8.2	-2.1	0.964	1.2	3.8	3.6
O=c1[nH]c(CSc2ncccn2)nc2c1cnn2-c1ccccc1	-5.8	21.3	-0.7	16.8	13.9	0.905	0.0	6.6	9.5
COc1ccc(NC(=O)CN(C)C(=O)/C=C/c2cn(Cc3ccccc3)nc2-c2cccnc2)cc1	13.5	4.4	43.8*	6.4	-4.8	0.972	-0.3	24.4	2.8
C[C@@H](CSc1ccc(Br)cc1)CN1CC[C@H](O)CCC1=O	-8.1	13.4	-0.8	-5.8	5.0	1.07	-4.7	6.5	-7.0
Cc1cc(C)nc(SCC(=O)Nc2nc(-c3ccccc3)c(-c3ccccc3)o2)n1	-7.5	-50.8	-1.8	-17.1	-10.6	0.879	-2.6	-17.8	12.1
CC1CCN(C(=O)CN(c2ccccc2)S(=O)(=O)N(C)C)CC1	0.8	2.2	-0.2	5.9	-1.4	1.02	1.9	3.4	-1.8
CC(=O)c1cccc(NC(=O)NCc2cccnc2)c1	-1.6	-3.8	-0.2	-5.8	-1.1	0.989	1.9	-1.6	1.1
CCCC(=O)NCCc1ccc(F)cc1	0.0	7.6	0.6	1.2	0.8	0.976	-2.6	-0.5	2.4
Cn1cc(CNC(=O)Nc2ccc3c(c2)OCO3)cn1	-2.2	11.1	0.8	2.8	2.6	1.01	-1.4	0.1	-0.6
CS(=O)(=O)c1ccc(Cl)c(NC(=O)COC(=O)COc2ccc3c(c2)CCC3)c1	-0.2	10.0	-2.0	0.5	-1.9	0.961	-4.5	13.9	3.9
COc1ccc(/C(C)=N/Nc2ccc(C(=O)O)cc2)c(OC)c1	-4.2	-11.0	-0.9	-4.7	-0.3	0.957	2.5	-4.5	4.3
OCCNc1nc(OCC(F)(F)F)nc(N2CCN(C34CC5CC(CC(C5)C3)C4)CC2)n1	-0.3	13.4	0.7	7.5	5.6	1.01	0.2	13.5	-1.1
Cc1ccc(Oc2nnc(-c3ccccc3)c3ccccc23)cc1	-4.0	51.1*	1.7	13.8	41.0*	0.922	-2.8	25.1	7.8
O=C(NCCS(=O)(=O)c1ccc(Cl)cc1)c1ccc(F)cc1	-3.6	11.4	-1.2	7.2	-12.8	0.956	3.2	9.3	4.4
O=C(Cc1ccccc1)N1CCN(C(=O)c2cccs2)CC1	-7.4	0.6	-4.2	5.0	-11.8	1.01	-3.4	6.7	-0.7
CC[C@@]1(C(=O)OC)N[C@H](CN(C)C(=O)c2ccc(C)cc2)[C@@H]2C(=O)N(Cc3ccccc3)C(=O)[C@@H]21	-5.8	12.9	-3.0	-6.9	7.2	0.974	-1.8	9.4	2.6
c1ccc(NCCCNc2ccccc2)cc1	-5.4	-3.5	-4.9	-14.9	3.9	1.03	-1.9	39.8	-2.8
Cc1n[nH]c(C)c1S(=O)(=O)N1CCCC(C(=O)NC2CCCCC2)C1 (stereo not given)	-6.3	19.8	-5.2	-18.0	1.6	1.11	-4.2	9.9	-11.4
COc1ccc(C2C(C(=O)N3CCC(C(N)=O)CC3)CC(=O)N2c2ccc(OC)cc2)cc1 (stereo not given)	-13.2	10.2	-2.7	-3.8	-0.3	1.07	0.8	10.2	-7.5
O=C(Nc1ccc2c(c1)C(=O)NC2=O)c1cccc(C(F)(F)F)c1	2.3	8.1	3.8	-11.8	-11.4	0.984	2.1	12.5	1.6
Cc1cc(NC(=O)CSc2ccc3nnc(CCNC(=O)c4ccccc4)n3n2)no1	-2.6	6.4	0.3	7.1	3.7	1	2.0	-8.2	0.0
COc1ccc(C(=O)Nc2c(N)nc(SCC(=O)N3CCC(C)CC3)[nH]c2=O)cc1OC	-12.3	-0.3	-5.2	5.2	-1.3	1.13	-4.8	0.7	-13.3
CCN(CC)c1cc(C)c2cc(NC(=O)c3ccccc3OC)ccc2n1	-4.6	3.1	-6.1	-15.1	-15.6	1.06	-5.6	21.2	-6.0
COc1ccc(NC(=O)Nc2ccc(F)cc2)c(C)c1	0.9	4.5	1.3	-9.6	-3.0	1.19	-1.3	-1.8	-18.5
Cc1cc(-c2nnc(SCC(=O)c3ccc4c(c3)OCCO4)o2)no1	-5.9	-3.0	-3.7	-5.0	17.2	0.829	-0.9	13.9	17.1
CCn1c(C)nc2cc(C(=O)N/N=C/c3ccc(O)cc3)ccc21	-9.4	13.0	-0.1	1.9	12.4	1.16	-3.3	6.3	-15.7
CC(=O)c1ccc(NC(=O)Nc2ccc3c(c2)nc(C)n3C)cc1	-9.6	-2.2	-0.6	8.0	12.6	1.02	0.5	-2.6	-1.9
Cc1cccc(NC(=O)Nc2ccc(C#N)cc2)n1	-3.4	8.0	-4.8	5.2	-1.9	0.933	0.8	22.3	6.6
Cn1c(=O)c2c(ncn2CCOc2cccc(Br)c2)n(C)c1=O	-7.9	1.3	-3.6	3.8	11.5	1.06	-2.7	11.8	-6.5
CS/C(N)=N/N=C/c1ccc([N+](=O)[O-])cc1	-6.8	9.9	2.5	-6.0	15.6	0.926	-2.5	17.6	7.4
O=C(Nc1cccc(C(F)(F)F)c1)c1cc2c(s1)-c1ccccc1OC2	-3.3	-5.3	1.9	-1.4	-0.7	0.968	-4.6	12.6	3.2
CCCCN(CCCC)CC(O)COc1ccccc1C(=O)Nc1ccccc1 (stereo not given)	-0.2	8.2	5.5	3.7	-16.1	1.13	-2.6	16.6	-13.1
CC(C)C(=O)NC(c1cccc([N+](=O)[O-])c1)c1ccc2cccnc2c1O (stereo not given)	10.9	10.0	-5.9	-53.5	2.9	0.834	-4.4	23.8	16.6
COC(=O)CCSCC(=O)N1N=C(c2ccc(OC)cc2)CC1c1cccc(OC)c1OC (stereo not given)	-14.7	17.4	-3.5	-3.3	22.2	0.907	-2.2	-8.1	9.3
CC12CCC(C(=O)Nc3ccc(Br)cn3)(OC1=O)C2(C)C (stereo not given)	6.5	1.5	0.7	-5.7	-0.9	0.976	-2.9	31.8	2.4
COc1ccc(-c2coc3cc4oc(=O)cc(-c5ccccc5)c4cc23)cc1F	1.2	27.0	0.2	-6.9	15.7	1.01	0.0	1.4	-0.7
Cc1ccc(O)c(N=Nc2ccc(S(=O)(=O)N3CCOCC3)cc2)c1	-1.3	29.1	1.2	21.4	19.8	0.84	-0.8	5.8	16.0
Cn1c(=O)n(Cc2ccccc2Cl)c(=O)c2c1[nH]c(=S)n2C	17.6	7.4	-3.3	-3.3	7.9	1.03	-1.8	15.3	-3.3
COc1ccccc1NC(=O)c1c([N+](=O)[O-])c(C(C)(C)C)nn1C	-3.1	15.2	-2.6	-1.0	19.1	0.919	-1.6	14.5	8.1

In the list so far, 2 have two or more sulfur atoms.
SMILES	A3G deaminase	tim10-1 inh	APOBEC3A inh	hIAP inh	TIM10 inh	mIAP act	beta cell repl	NLRP3 yeast inh	mIAP block
Cc1csc(NC(=O)CCc2nc3ccccc3s2)n1	0.0	8.7	1.6	-11.9	-7.7	0.931	-1.1	24.1	6.9
CC(/C=C1\SC(=S)N(NS(=O)(=O)c2ccc(C)cc2)C1=O)=C\c1ccccc1	-3.8	27.9	-1.3	1.4	48.2*	0.841	-3.9	-14.5	15.9
